# Screens deposited in PubChem by Sanford-Burnham Center for Chemical Genomics.
# EBI2 block = antagonists of human EBI2 receptor | EBI2 beta-arrestin recruitment, luminescence, 7a,25-OHC stimulated | inhibition, % at 5 µM | hit rate 0.81% among 360,000; in the data active = inhibition above about 38%;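 also: enzyme fragment complementation signal reports receptor beta-arrestin coupling in cells; 0% = agonist plus DMSO wells and 100% = wells without agonist; some results beyond the cut were filed as inactive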
# Target sequence (P32249 whole entry, looked up, the tested form may be a part): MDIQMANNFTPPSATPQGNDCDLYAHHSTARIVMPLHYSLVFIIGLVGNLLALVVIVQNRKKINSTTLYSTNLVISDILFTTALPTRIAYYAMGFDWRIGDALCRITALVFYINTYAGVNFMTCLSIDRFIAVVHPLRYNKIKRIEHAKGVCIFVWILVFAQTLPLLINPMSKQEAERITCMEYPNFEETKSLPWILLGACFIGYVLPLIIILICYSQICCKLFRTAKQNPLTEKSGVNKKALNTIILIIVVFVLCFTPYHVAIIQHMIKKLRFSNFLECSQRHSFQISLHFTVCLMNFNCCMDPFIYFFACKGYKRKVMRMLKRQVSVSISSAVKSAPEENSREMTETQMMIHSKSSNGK
# CXCR6 inh = inhibitors of human CXCR6 receptor | CHO-K1 PathHunter CXCR6 beta-arrestin, luminescence | inhibition, % at 20 µM | AID 602244 | hit rate 0.36% among 360,000; in the data active = inhibition above about 34%, passing the limit was not always enough;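 also: antagonist mode with CXCL16 agonist at 10 nM final; 0% = 10 nM CXCL16 with DMSO and 100% = unstimulated wells without agonist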
# Target sequence (O00574 whole entry, looked up): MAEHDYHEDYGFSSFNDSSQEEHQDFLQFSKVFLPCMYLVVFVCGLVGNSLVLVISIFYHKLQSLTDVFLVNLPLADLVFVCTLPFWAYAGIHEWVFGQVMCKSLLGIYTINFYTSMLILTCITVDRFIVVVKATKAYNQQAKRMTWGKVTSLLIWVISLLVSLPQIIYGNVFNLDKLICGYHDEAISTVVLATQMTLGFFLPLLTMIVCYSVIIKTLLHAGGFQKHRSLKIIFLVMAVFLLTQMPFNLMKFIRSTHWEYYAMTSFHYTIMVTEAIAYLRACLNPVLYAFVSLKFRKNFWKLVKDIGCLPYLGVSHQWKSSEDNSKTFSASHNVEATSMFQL
# * marks the source's active call; other numbers are inactive results.
EBI2 block	CXCR6 inh	SMILES
10	0	COc1ccc(OCc2cc(C(=O)NC(C)c3nc(C)cs3)no2)c(Cl)c1 (stereo not given)
-8	-1	CC(C)C(=O)N1CCCC1(C)C(=O)Nc1ccccc1 (stereo not given)
-3	4	CCOC(=O)C(=O)N(C)c1c(CC)nc2c(OCc3ccc(Cl)cc3)cccn12
-9	6	CN1CCN(c2ccc(CNC(=O)C3Cc4c(-c5ccc6c(c5)OCO6)ccnc4O3)cc2)CC1 (stereo not given)
3	-10	C[C@@H]1CN([C@H](C)CO)C(=O)CCCn2nncc2CO[C@@H]1CN(C)S(=O)(=O)c1ccc2ccccc2c1
4	4	CCCCC[C@H](C)N1C[C@@H](COCc2ccccc2)Oc2cc(N3CC[C@H](N(C)C)C3)ccc2S1(=O)=O
-5	-3	CCOC1=C2[C@H](c3cccc(Cl)c3)N(S(=O)(=O)c3ccc(C)cc3)C[C@H]2n2c(=O)n(-c3ccccc3)c(=O)n2C1
-1	-5	NCCN1C(=O)c2ccccc2C1(O)c1ccc(Cl)cc1 (stereo not given)
0	4	COc1ccc(NC(=O)C2(C)Cc3c(-c4ccc5c(c4)OCO5)ccnc3O2)cn1 (stereo not given)
0	-4	COc1ccc2nc3n(c(=O)c2c1)-c1ncccc1C(=O)NC3CC(C)C (stereo not given)
0	4	C=CCNc1nc2cc(-c3ccc(C(=O)N4CCOCC4)cc3)sc2c(=O)n1C
-4	3	CN1CCN(c2ccncc2S(=O)(=O)N2CCCC2)CC1
1	2	CC(=O)Oc1ccccc1Cn1c(C)c(C(=O)NCc2ccc(F)cc2)sc1=O
3	9	Cc1cccc(-c2ocnc2C(=O)Nc2ncc(C)s2)c1
4	-2	O=C(NCCc1ccccc1)c1ccccc1C(F)(F)F
-3	-9	COc1cccc(C(=O)NCC2CCCN(C(=O)Cc3cccc(C)c3)C2)c1OC (stereo not given)
-1	-8	Cc1cccc(C)c1NC(=O)C1c2ccccc2OCC(=O)N1Cc1ccco1 (stereo not given)
-8	0	CCCCn1c(SCC(=O)NC2CC2)nc2cc(C(=O)OC)ccc2c1=O
-6	-4	COC(=O)CCCn1cc(CN2CC(N3CCCC3)CS2(=O)=O)nn1 (stereo not given)
-7	-1	O=C1NC[C@@H](CCCCN2CCN(CC3CCCCC3)C(=O)C2=O)N(Cc2ccccc2)C1=O
13	13	CC1(C(=O)Nc2ccccc2Cc2ccccc2)CCN1Cc1ccccc1Cl (stereo not given)
2	0	CCCCC[C@@H]1C=C(C(=O)OCC)[C@H](c2ccccc2)N1S(=O)(=O)c1ccc(C)cc1
7	-3	COc1ccccc1CNC(=O)c1cc(-c2ccc(F)cc2C)n[nH]1
4	-4	O=C(/C=C/[C@H]1O[C@@H](n2cnc3c(NC(=O)c4ccccc4)ncnc32)[C@H](O)[C@@H]1O)NCCCN1CCCC1=O
-7	1	C[C@@H]1CN([C@@H](C)CO)S(=O)(=O)c2ccc(Br)cc2O[C@H]1CN(C)C(=O)c1ccccc1

# Continuation:
EBI2 block	CXCR6 inh	SMILES
-7	5	CCCCNC(=O)C1c2ccccc2OCC(=O)N1Cc1ccccc1 (stereo not given)
3	-1	C[C@@H]1CN([C@H](C)CO)C(=O)CCCn2nncc2CO[C@@H]1CN(C)S(=O)(=O)c1ccc(Oc2ccccc2)cc1
1	8	C[C@H]1CN([C@@H](C)CO)C(=O)CCCn2nncc2CO[C@@H]1CN(C)Cc1cccc(C(F)(F)F)c1
6	4	CC1(C(=O)NC2CCc3ccccc32)CCN1CCc1ccccc1 (stereo not given)
2	-6	C[C@H](CO)N1C[C@H](C)[C@H](CN(C)S(=O)(=O)c2ccc(-n3cccn3)cc2)OCc2cnnn2CCCC1=O
0	1	CC(=O)Nc1cccc(-c2csc(C(C)(NC(C)=O)c3ccccc3)n2)c1 (stereo not given)
-5	8	c1csc(CNc2nc(Oc3ccncc3)c3sccc3n2)c1
-18	0	Cc1cc2nc(CN(C)C(=O)C3CCC(=O)N(C4CCCC4)C3)[nH]c2cc1C (stereo not given)
1	9	CCOc1ccc(CCN2C(=O)C(=O)N([C@@H](Cc3ccccc3)CN3CCC[C@H]3CN3C(=O)C(=O)NC[C@@H]3Cc3ccccc3)C[C@@H]2Cc2ccccc2)cc1
4	-2	COc1ccccc1CNc1cccc(C)n1
4	-18	OC(c1ccc(F)c(F)c1)c1nc(-c2ccc3ccccc3c2)cs1 (stereo not given)
5	-5	CCCNC(=O)C1(C)CCCN(Cc2ccc(C#N)cc2)C1 (stereo not given)
-7	-10	Cn1c(=O)c2cc(NC(=O)NCCc3cccs3)ccc2n1Cc1ccccc1
12	0	COc1nc(=O)n(C2C=CC(=O)O2)cc1F (stereo not given)
-2	6	COc1cc2c(cc1OC)C(O)=CC(=O)C2=O
6	-17	Nc1ccccc1-n1nc2ccc3ccccc3c2n1
24	12	Cc1ccc(Cc2c(-c3ccc(Br)cc3)nc3ccc(Br)cn23)cc1
-5	1	COCCNC(=O)c1ccc(-c2cn[nH]c2)c2ccoc12
-12	3	COCCN1C[C@@H](CO)O[C@@H](n2cnc3c(N4CCN(C)CC4)ncnc32)C1
9	3	COc1cc(C(C)=O)ccc1OCC(=O)N1CCC(Cc2ccccc2)CC1
6	2	O=C(COC(=O)Cc1c(Cl)cccc1Cl)NCc1ccccc1
7	-4	COc1ccc(OC)c(CC(=O)Nc2ccc3c(c2)c(=O)n(C)n3Cc2cccc(C(F)(F)F)c2)c1
-4	-5	Cc1noc(C)c1S(=O)(=O)NC(=O)C1(C)CCN1C(=O)C1(c2ccc(Cl)cc2)CCC1 (stereo not given)
-4	5	CCCCN1C(=O)C(CC(=O)NC2CCCC2)CC(C(=O)N(CC)CC)=C1C (stereo not given)
-1	-6	CCCS(=O)(=O)NC(=O)C1(C)CCCN(C(=O)c2cc(-c3ccccc3)cs2)C1 (stereo not given)

# Entries of single compounds, quoted from the list. Screens in order: EBI2 block, CXCR6 inh
# OC(c1ccc(F)c(F)c1)c1nc(-c2ccc3ccccc3c2)cs1 (stereo not given) is entered as 4, -18
# CCCS(=O)(=O)NC(=O)C1(C)CCCN(C(=O)c2cc(-c3ccccc3)cs2)C1 (stereo not given) is entered as -1, -6

# Following part.
EBI2 block	CXCR6 inh	SMILES
9	-4	CC1(C(=O)Nc2ccccc2Br)CCN1C(=O)Cc1ccc(Cl)cc1Cl (stereo not given)
-4	-3	CCC(=O)N1CCC1(C)C(=O)Nc1cnc2ccccc2c1 (stereo not given)
12	8	C[C@@H](c1ccccc1)N1C[C@H](COCc2ccccc2)Oc2cc(N3CCC[C@H]3C(N)=O)ccc2S1(=O)=O
33	-3	Cc1noc(C)c1-c1ccc(C(=O)Nc2ccc(C(C)C)cc2)c2occc12
0	-2	CC(=O)Nc1ccc(NC(=O)COc2cccc3ccccc23)cc1
13	-2	CCCCn1c(NCc2cc(C)ccc2O)nc2ccccc21
-9	2	CN[C@H](C)C(=O)NC[C@H]1O[C@@H](n2ccc(N)nc2=O)[C@H](O)[C@@H]1O
-5	0	CC(=O)Nc1ccc(NC(=O)c2cc(-c3ccc(F)cc3C)n[nH]2)cc1
-5	0	CCCS(=O)(=O)NC(=O)C1(C)CCCN(C(=O)COCc2ccccc2)C1 (stereo not given)
8	1	COc1cccc(CNc2nc3cc(-c4ccc(F)cc4)sc3c(=O)n2C)c1OC
-9	5	CCN1CCN(c2sc(S(=O)(=O)CC)nc2S(=O)(=O)c2ccc(C)cc2)CC1
6	7	CSc1ccccc1NC(=O)C1(C)CCN1C(=O)Cc1ccc(Cl)cc1Cl (stereo not given)
-1	-8	CC(O)(c1cccnc1)c1nc(-c2cccc3cccnc23)cs1 (stereo not given)
-2	4	O=C(N/C(=C/c1cccc(Br)c1)C(=O)N1CCCCC1)c1ccco1
-3	9	Cn1cc(C=CC(=O)O)c2nccnc21
-5	-8	O=C1NC[C@@H](CCCCN2C[C@H](Cc3ccccc3)N(Cc3ccccc3)C(=O)C2=O)N(CC2CCCCC2)C1=O
-11	-4	Cc1ccc(F)c(S(=O)(=O)NC(=O)C2(C)CCN2C(=O)c2ccco2)c1 (stereo not given)
-8	-5	O=C(/C=C/[C@H]1O[C@@H](n2cnc3c(NC(=O)c4ccccc4)ncnc32)[C@H](O)[C@@H]1O)NCc1ccc2c(c1)OCO2
20	53*	COc1cc(N=Nc2ccc(Br)cc2)cc(C=O)c1O
0	9	CCCCCCN1CCN(C2CN(Cc3cn(Cc4cc(C)cc(C)c4)nn3)S(=O)(=O)C2)CC1 (stereo not given)
8	11	CC(C)C(N)c1csc(Nc2ccc(C(=O)N(C)Cc3ccccc3)cn2)n1 (stereo not given)
3	6	CC(NC(=O)C1CCN(Cc2ccc(Oc3ccccc3)cc2)CC1)c1cccc2ccccc12 (stereo not given)
25	-7	COc1cccc(-c2cnc3c(NC=O)cc(-c4ccc(O)c(OC)c4)cn23)c1
-13	-3	CC1(c2nnnn2Cc2ccccc2)CCC(=O)N1CCCN1CCOCC1 (stereo not given)
-4	4	CC(C)NC(=O)C1(C)CCCN1C(=O)c1cc(C#N)cs1 (stereo not given)

# Grouped by structure, the entries above containing a cyano group (two)
EBI2 block	CXCR6 inh	SMILES
5	-5	CCCNC(=O)C1(C)CCCN(Cc2ccc(C#N)cc2)C1 (stereo not given)
-4	4	CC(C)NC(=O)C1(C)CCCN1C(=O)c1cc(C#N)cs1 (stereo not given)

# Next part.
EBI2 block	CXCR6 inh	SMILES
3	8	CC(C)c1ccc(NC(=O)Nc2nc(C(N)CCc3ccccc3)cs2)cc1 (stereo not given)
-3	3	Clc1cccc(-c2cccc3nccn23)c1Cl
-6	-8	Cc1cc(Cl)ccc1OCC(=O)OCC(=O)Nc1ccc(Cl)cn1
-7	0	c1ccc2cc(C3OCC4(CCCC4)CO3)ccc2c1
-11	0	C=CCn1c(C)nnc1SCC(=O)N1c2ccccc2NC(=O)C1(C)C
-13	13	NC(CCc1ccccc1)c1csc(Nc2ccc(C(=O)NCCCO)cn2)n1 (stereo not given)
-6	1	O=S1(=O)CCN(Cc2ccncc2)CC1
-5	12	CCOC(=O)[C@]12CCC=C1N(Cc1ccco1)C(=O)[C@H](CC(=O)NCc1ccccc1)C2
-6	2	FC(F)(F)c1ccccc1Cc1c(-c2ccccc2)nc2ccc(Cl)cn12
14	2	Cc1c(C(=O)NCc2ccc(C(F)(F)F)cc2)sc(=O)n1Cc1cccc(F)c1
-9	-3	CC1(C(=O)NS(=O)(=O)C2CC2)CCCN(C(=O)c2ccco2)C1 (stereo not given)
-7	-4	O=C(NCc1cccc(C(F)(F)F)c1)c1ccc2nc([C@H]3C[C@H](O)[C@@H](CO)O3)[nH]c2c1
-8	-2	CC(=O)Nc1ccc(C(=O)N2CCCCC2c2cc(C(=O)NCc3ccccc3)no2)cc1 (stereo not given)
-7	-3	CCCS(=O)(=O)NC(=O)C1(C)CCN(C(=O)c2c(F)cccc2F)C1 (stereo not given)
4	4	Cc1c(C(=O)NCc2ccc(F)cc2)sc(=O)n1Cc1ccccc1
-6	9	COc1ccc(CNC(=O)c2cn(Cc3ccccc3F)c(=O)s2)cc1
-14	-15	COc1ccc(C(N)c2csc(Nc3nncc4ccccc34)n2)cc1 (stereo not given)
-25	14	Nc1nc(N)c2cc(CNc3ccc(Cl)c(Cl)c3)ccc2n1
-4	-7	CCc1cc2c(SCC(=O)NC3CCCC3)ncnc2s1
23	7	O=c1cc(CN(Cc2ccccc2)Cc2ccccc2)c2c(ccc3ccccc32)o1
4	6	COC(=O)Cn1c(C(=O)N2CCCC2)cc2c1C[C@H]1CN(C(=O)c3ccccc3)[C@@](Cc3ccc(OC)cc3)(C(=O)OC)[C@@H]21
-2	11	COc1ccc(C2=Nc3ccccc3NC(=O)C2N(Cc2ccccc2)C(=O)C2=NNC(=O)CC2)cc1 (stereo not given)
-7	-6	CC(C)CCNC(=O)[C@@H](Cc1ccccc1)NC(=O)CC[C@H]1O[C@@H](n2ccc(=O)[nH]c2=O)[C@H](O)[C@@H]1O
-7	7	CN(Cc1ccccc1)C(=O)CN1CCN(S(=O)(=O)c2ccccc2F)CC1
-3	1	COC(=O)c1cc(=O)nc(NNC(C)=O)s1

# Following part:
EBI2 block	CXCR6 inh	SMILES
-1	13	CCCc1nc2ccc(C)cn2c1Cc1ccccc1C(F)(F)F
-5	-9	C[C@H](CO)N1C[C@H](C)[C@@H](CN(C)S(=O)(=O)c2ccccc2)OCc2cnnn2CCCC1=O
-20	-2	COc1cccc(C(NC(C)=O)c2nc(-c3cccnc3)cs2)c1 (stereo not given)
-1	-10	C[C@@H]1CN([C@H](C)CO)C(=O)CCCn2nncc2CO[C@@H]1CN(C)S(=O)(=O)c1cccc(C#N)c1
9	-2	CC(O)(c1cccnc1)c1nc(-c2ccc(F)c(Cl)c2)cs1 (stereo not given)
6	-7	CCOC(=O)c1ccc(-c2ccc3ncnc(NCc4csc(C)n4)c3c2)o1
-3	-5	CN(CC(=O)NCc1cccs1)CC(=O)Nc1ccccc1Cl
-10	8	N#Cc1ccc(S(=O)(=O)N2CCCCC2c2cc(C(=O)N3CCOCC3)no2)cc1 (stereo not given)
1	3	Cc1nc2sccn2c(=O)c1S(=O)(=O)Nc1ccc(N2CCOCC2)cc1
3	3	C[C@@H]1CN([C@@H](C)CO)C(=O)c2cc(C#Cc3ccccc3)cnc2O[C@@H]1CN(C)Cc1ccccn1

# Pulled by structure from the list above (six):
EBI2 block	CXCR6 inh	SMILES
-1	13	CCCc1nc2ccc(C)cn2c1Cc1ccccc1C(F)(F)F
3	3	C[C@@H]1CN([C@@H](C)CO)C(=O)c2cc(C#Cc3ccccc3)cnc2O[C@@H]1CN(C)Cc1ccccn1
-10	8	N#Cc1ccc(S(=O)(=O)N2CCCCC2c2cc(C(=O)N3CCOCC3)no2)cc1 (stereo not given)
-20	-2	COc1cccc(C(NC(C)=O)c2nc(-c3cccnc3)cs2)c1 (stereo not given)
-5	-9	C[C@H](CO)N1C[C@H](C)[C@@H](CN(C)S(=O)(=O)c2ccccc2)OCc2cnnn2CCCC1=O
6	-7	CCOC(=O)c1ccc(-c2ccc3ncnc(NCc4csc(C)n4)c3c2)o1

# Only part of the results is shown; the hit share may differ from the screen's.
